# EZH2 inh: blocks human EZH2/PRC2 H3K27 methylation. DELFIA TRF, 1 h. inhibition, % at 12.5 µM. 0.35% of 57,000 active;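 active means mean inhibition of replicates at least 50% and every single replicate also reaching 50%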;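 further: dimethyl H3K27 on biotinylated H3 21-44 peptide detected by antibody; plate controls were median neutral control wells for no effect and median positive control wells for full effect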
# IDH1 R132H inh: inhibitors of human IDH1 R132H; inhibition, % at 10 µM; O75874; IDH1 R132H reductase, diaphorase/resazurin fluorescence, 60 min; AID 624101; 0.18% of 70,000 active; in the data active means inhibition above about 34%;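 further: 0% = DMSO and 100% = no enzyme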
# Target sequence (O75874 whole entry R132H): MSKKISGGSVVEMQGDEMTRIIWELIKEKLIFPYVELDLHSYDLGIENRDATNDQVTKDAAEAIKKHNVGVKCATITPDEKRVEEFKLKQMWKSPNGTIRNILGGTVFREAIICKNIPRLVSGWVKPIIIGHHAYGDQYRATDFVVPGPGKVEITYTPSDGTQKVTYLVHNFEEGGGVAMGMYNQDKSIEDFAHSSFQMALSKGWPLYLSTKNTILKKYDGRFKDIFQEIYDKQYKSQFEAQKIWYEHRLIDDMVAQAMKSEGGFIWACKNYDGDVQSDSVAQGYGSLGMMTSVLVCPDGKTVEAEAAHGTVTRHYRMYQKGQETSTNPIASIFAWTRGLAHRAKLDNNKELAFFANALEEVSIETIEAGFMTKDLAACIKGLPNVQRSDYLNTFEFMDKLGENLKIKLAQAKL
# Active calls of the source: *; nt = not tested or not shown; & = joins results of further samples. A portion of the library; count on the stated rates, not on these rows.
SMILES,EZH2 inh,IDH1 R132H inh
C[C@@H]1CN([C@@H](C)CO)C(=O)Cc2cc(NS(=O)(=O)c3ccc(Cl)cc3)ccc2O[C@@H]1CN(C)C(=O)NC1CCCCC1,nt,-1.3
COc1ccc(NC(=O)Nc2ccc3c(c2)C(=O)N([C@@H](C)CO)C[C@H](C)[C@H](CN(C)C(=O)C2CCCCC2)OCCCC[C@H](C)O3)cc1,nt,0.5
Cc1nnc(SCc2nc(-c3ccc(Br)cc3)no2)n1-c1ccccc1,-9.5,0.2
Cc1noc(C)c1S(=O)(=O)Nc1ccc2c(c1)C(=O)N([C@H](C)CO)C[C@H](C)[C@H](CN(C)C(=O)Nc1ccc(F)cc1)O2,nt,1.0
C[C@H]1CCCCO[C@H](CN(C)Cc2ccncc2)[C@@H](C)CN([C@@H](C)CO)C(=O)c2cc(NC(=O)Nc3ccccc3)ccc2O1,-16.7,1.3
COc1ccc(C)cc1NC(=O)c1ccc(OCC(=O)Nc2cccc(C(F)(F)F)c2)cc1,-5.8,0.0
O=C(C[C@H]1C[C@@H]2c3cc(NC(=O)C4CCC4)ccc3O[C@@H]2[C@@H](CO)O1)NCc1cccc(F)c1,4.7,0.0
COc1ccc(-c2cn(CC[C@@H]3CC[C@@H](NS(=O)(=O)c4ccccc4C)[C@H](CO)O3)nn2)cc1,8.5,0.2
O=S(=O)(CCc1nc2ccccc2o1)c1ccc(Cl)cc1,4.6,-0.2
C/C=C/c1cnc2c(c1)C(=O)N([C@H](C)CO)C[C@H](C)[C@@H](CN(C)C(=O)Cc1ccccc1)O2,12.8,0.1
Cc1ccc(-c2nn(C)c(=O)c3ccccc23)cc1CNC(=O)CN1CCOCC1,1.2,-0.6
Cc1noc(C)c1NC(=O)N(C)C[C@@H]1Oc2ccc(NS(=O)(=O)c3cn(C)cn3)cc2CC(=O)N([C@H](C)CO)C[C@@H]1C,nt,1.1

# Entries above containing fluorine, in the order listed:
SMILES,EZH2 inh,IDH1 R132H inh
Cc1noc(C)c1S(=O)(=O)Nc1ccc2c(c1)C(=O)N([C@H](C)CO)C[C@H](C)[C@H](CN(C)C(=O)Nc1ccc(F)cc1)O2,nt,1.0
COc1ccc(C)cc1NC(=O)c1ccc(OCC(=O)Nc2cccc(C(F)(F)F)c2)cc1,-5.8,0.0
O=C(C[C@H]1C[C@@H]2c3cc(NC(=O)C4CCC4)ccc3O[C@@H]2[C@@H](CO)O1)NCc1cccc(F)c1,4.7,0.0

# Returning to the listing, starting 2 compounds before the break.
SMILES,EZH2 inh,IDH1 R132H inh
Cc1ccc(-c2nn(C)c(=O)c3ccccc23)cc1CNC(=O)CN1CCOCC1,1.2,-0.6
Cc1noc(C)c1NC(=O)N(C)C[C@@H]1Oc2ccc(NS(=O)(=O)c3cn(C)cn3)cc2CC(=O)N([C@H](C)CO)C[C@@H]1C,nt,1.1
O=C(C[C@H]1C[C@@H]2c3cc(NC(=O)NC4CCCCC4)ccc3O[C@@H]2[C@@H](CO)O1)NCC1CC1,4.8,-0.2
COc1ccc(NC(=O)N(C)C[C@@H]2Oc3ncc(C#CC(C)(C)O)cc3C(=O)N([C@H](C)CO)C[C@@H]2C)cc1,-3.5,0.5
O=C(N[C@@H]1C=C[C@@H](CC(=O)N2CCN(c3ccccc3)CC2)O[C@H]1CO)c1ccncc1,-1.5,0.2
O=C(O)C1=C[C@@H](c2csc3ccccc23)C[C@@H](OCCCCO)O1,-10.8&21.2,nt
COc1ccc(NC(=O)CSc2nc(C(C)(C)C)cs2)cc1,3.9,0.7
C[C@H](CO)N1C[C@H](C)[C@H](CN(C)Cc2ccc(Oc3ccccc3)cc2)Oc2ccc(NC(=O)C3CC3)cc2C1=O,4.8,nt
C[C@@H]1CN([C@H](C)CO)C(=O)c2cc(NC(=O)c3ccncc3)ccc2O[C@@H](C)CCCCO[C@@H]1CN(C)C(=O)c1ccccc1,-7.5,7.3
CO[C@@H]1CN(C)C(=O)c2cc(NC(=O)Cc3ccccc3)ccc2OC[C@@H](C)N(CC2CC2)C[C@H]1C,-2.6,0.5
CCCN(C)C[C@@H]1Oc2cc(-c3ccccc3OC)ccc2S(=O)(=O)N([C@H](C)CO)C[C@@H]1C,-5.3,0.2
O=C(Nc1ccccc1C(=O)NCCN1CCOCC1)c1cccc([N+](=O)[O-])c1,0.2,0.2
C/C=C/c1cnc2c(c1)C(=O)N([C@H](C)CO)C[C@@H](C)[C@H](CN(C)C(=O)NCCC)O2,-1.2,0.2
C[C@H](CO)N1C[C@H](C)[C@H](CN(C)C(=O)CN(C)C)Oc2cc(-c3cncnc3)ccc2S1(=O)=O,1.9,-0.4
COCCNC(=O)C[C@@H]1C[C@H]2c3cc(NC(=O)C4CCC4)ccc3O[C@H]2[C@@H](CO)O1,-14.6,0.1
Cc1cccc(C)c1OCC(=O)NCc1cccnc1,nt,2.9
COc1ccc(CN(C)C[C@H]2Oc3ccc(NC(=O)C4CC4)cc3C(=O)N([C@H](C)CO)C[C@@H]2C)cc1,nt,0.7
C[C@@H]1CN([C@@H](C)CO)C(=O)Cc2cc(NC(=O)CCN3CCOCC3)ccc2O[C@H]1CN(C)Cc1ccc(-c2ccccc2)cc1,nt,0.5
CNC[C@@H]1OCCCC[C@@H](C)Oc2ccc(NC(=O)c3ccncc3)cc2C(=O)N([C@@H](C)CO)C[C@H]1C,-1.9,5.3
COc1cc(/C=N/NC(=O)c2ccc(C(=O)NO)cc2)cc(OC)c1OC,8.7,nt
COc1ccc(CNC(=O)C[C@@H]2CC[C@H](NC(=O)c3cccc(F)c3)[C@H](CO)O2)cc1,-1.7,0.0
Cc1ccccc1-c1cnc2c(c1)C(=O)N([C@H](C)CO)C[C@H](C)[C@@H](CN(C)C(=O)c1cccnc1)O2,3.1,0.3
CO[C@H]1CN(C)C(=O)c2cc(NC(=O)C3CC3)ccc2OC[C@H](C)N(Cc2cncnc2)C[C@@H]1C,-3.1,0.4
CC(=O)N[C@H]1CC[C@H](CC(=O)NCc2ccc(Cl)cc2)O[C@@H]1CO,3.1,0.1
C[C@@H]1CN([C@@H](C)CO)C(=O)Cc2cc(NC(=O)c3ccncc3)ccc2O[C@H]1CN(C)CC1CC1,-2.4,0.5
O=[N+]([O-])c1nn(-c2ccccc2)n(O)c1=NCc1ccco1,9.8,-0.2

# A portion taken from the entries so far:
SMILES,EZH2 inh,IDH1 R132H inh
COCCNC(=O)C[C@@H]1C[C@H]2c3cc(NC(=O)C4CCC4)ccc3O[C@H]2[C@@H](CO)O1,-14.6,0.1
Cc1cccc(C)c1OCC(=O)NCc1cccnc1,nt,2.9

# Fetched one by one from the list above:
SMILES,EZH2 inh,IDH1 R132H inh
CO[C@H]1CN(C)C(=O)c2cc(NC(=O)C3CC3)ccc2OC[C@H](C)N(Cc2cncnc2)C[C@@H]1C,-3.1,0.4
C[C@@H]1CN([C@@H](C)CO)C(=O)Cc2cc(NC(=O)c3ccncc3)ccc2O[C@H]1CN(C)CC1CC1,-2.4,0.5

# (continued)
SMILES,EZH2 inh,IDH1 R132H inh
CO[C@H]1CN(C)C(=O)c2cc(NC(C)=O)ccc2OC[C@@H](C)N(Cc2ccc(F)cc2)C[C@@H]1C,-3.5,0.2
CCNC(=O)C[C@@H]1C=C[C@H](NC(=O)C2CCOCC2)[C@@H](CO)O1,25.0,0.3
COc1cccc(-c2cnc3c(c2)C(=O)N([C@@H](C)CO)C[C@H](C)[C@H](CN(C)Cc2ccc(C(=O)O)cc2)O3)c1,5.3,0.5
C[C@H](CO)N1C[C@H](C)[C@H](CN(C)S(=O)(=O)c2ccc3c(c2)OCCCO3)OCc2cn(nn2)CCCC1=O,nt,-1.4
Nc1nncn1C(=O)CCCN1C(=O)c2ccccc2C1=O,2.2,-0.4
Cc1noc(C)c1S(=O)(=O)Nc1ccc2c(c1)C(=O)N([C@H](C)CO)C[C@H](C)[C@@H](CN(C)Cc1ccc(C(=O)O)cc1)O2,nt,-0.6
C[C@@H]1CN([C@@H](C)CO)S(=O)(=O)c2ccc(C#CCC3CCCC3)cc2O[C@H]1CN(C)C(=O)CC1CC1,6.1,21.9
C[C@@H]1CN([C@@H](C)CO)C(=O)c2cc(NC(=O)CCC(F)(F)F)ccc2O[C@@H]1CN(C)S(C)(=O)=O,1.9,nt
COc1ccc(NC(=O)N(C)C[C@@H]2Oc3c(NC(=O)Nc4ccccc4)cccc3C(=O)N([C@H](C)CO)C[C@@H]2C)cc1,-3.1,nt
O=C(C[C@H]1C[C@@H]2c3cc(NS(=O)(=O)c4ccc(F)cc4)ccc3O[C@@H]2[C@H](CO)O1)NCc1cccc(F)c1,-5.2,0.1
C[C@@H]1CN([C@@H](C)CO)S(=O)(=O)c2ccc(C#CC3CCCCC3)cc2O[C@@H]1CN(C)C,-8.3,-0.1
C[C@@H]1CN([C@@H](C)CO)C(=O)c2cc(-c3ccccc3)cnc2O[C@@H]1CN(C)C(=O)Cc1ccccn1,2.4,-0.1
O=C(Nc1ccc2c(c1)[C@@H]1C[C@@H](CC(=O)N3CCc4ccccc4C3)O[C@H](CO)[C@@H]1O2)Nc1ccccc1F,-10.1,0.3
CCOC(=O)C1=C(C)NC(c2ccccc2)=C(C(=O)OCc2ccc([N+](=O)[O-])cc2)C1C#Cc1ccccc1 (stereo not given),nt,1.1
CCC(=O)N1C[C@H](C)[C@H](OC)CN(C)C(=O)c2ccc(NC(=O)c3cc(C)on3)cc2OC[C@H]1C,-3.1,nt
C[C@@H]1CN([C@@H](C)CO)C(=O)c2cc(NC(=O)Nc3ccc4c(c3)OCO4)ccc2O[C@H]1CN(C)Cc1ccc(Cl)c(Cl)c1,nt,0.5
CCCC#Cc1ccc2c(c1)O[C@@H](CN(C)Cc1ccccn1)[C@@H](C)CN([C@H](C)CO)S2(=O)=O,-27.9,-0.3
COCC(=O)Nc1ccc2c(c1)C(=O)N(C)C[C@H](OC)[C@@H](C)CN[C@@H](C)CO2,3.0,nt
CC(C)=CCc1c(O)c(CC=C(C)C)c2c(c1O)C(=O)CC(c1ccc(O)cc1O)O2 (stereo not given),nt,-0.2
CCc1nc(SCC(=O)OC)c2c3c(sc2n1)CCCC3,25.2,0.4
OC(CN1c2ccccc2Sc2ccccc21)Cn1nnc2ccccc21 (stereo not given),18.9,0.1
C[C@@H]1CCCCO[C@H](CN(C)S(=O)(=O)c2ccc(Cl)cc2)[C@@H](C)CN([C@H](C)CO)C(=O)c2cc(NC(=O)Nc3ccc4c(c3)OCO4)ccc2O1,nt,-0.2
C[C@@H]1CN([C@@H](C)CO)C(=O)c2cc(/C=C/c3ccccc3)cnc2O[C@@H]1CN(C)Cc1cccc(C(=O)O)c1,nt,-0.1
CS(=O)(=O)N(CC(=O)Nc1ccc(Cl)c(Cl)c1)c1ccc(Br)cc1,54.6*,-0.3
CC(C)NC(=O)N(C)C[C@H]1OCCCC[C@@H](C)Oc2ccc(NC(=O)c3ccncc3)cc2C(=O)N([C@H](C)CO)C[C@H]1C,3.6,1.3
O=C(Nc1ccccc1)Nc1ccc2c(c1)[C@H]1C[C@H](CC(=O)N3CCOCC3)O[C@@H](CO)[C@H]1O2,-12.5,0.0
CC(C)NC(=O)Nc1ccc2c(c1)CC(=O)N([C@@H](C)CO)C[C@@H](C)[C@H](CN(C)Cc1ccncc1)O2,nt,43.0*
C=C[C@@H](COC(=O)c1ccc([N+](=O)[O-])cc1)N(Cc1ccc(OC)cc1)S(=O)(=O)c1ccc(Br)cc1,1.0,nt
COc1cccc(S(=O)(=O)N[C@@H]2CC[C@H](CC(=O)NC3Cc4ccccc4C3)O[C@@H]2CO)c1,11.9,-0.5
CCc1ccccc1NC(=O)CSc1nnc(C)s1,22.4,1.9
C[C@H]1CCCCO[C@@H](CN(C)S(=O)(=O)c2ccccc2)[C@@H](C)CN([C@@H](C)CO)C(=O)c2cc(NS(=O)(=O)c3cn(C)cn3)ccc2O1,nt,-0.7
CN(C)CC(=O)Nc1ccc2c(c1)[C@H]1C[C@H](CC(=O)NCc3cccnc3)O[C@@H](CO)[C@H]1O2,8.6,-0.1
CC(=O)Nc1ccccc1-c1cn(CC(=O)N2CCOCC2)nn1,0.5,nt
C[C@H]1CN([C@@H](C)CO)C(=O)Cc2cc(NC(=O)CCN3CCOCC3)ccc2O[C@@H]1CN(C)CC1CC1,-3.4,-2.4
C[C@@H]1CN([C@@H](C)CO)C(=O)c2cc(Br)cnc2O[C@H]1CN(C)C(=O)c1cccnc1,0.4,0.4
C[C@@H]1CN([C@H](C)CO)C(=O)c2cc(NC(=O)c3ccncc3)ccc2O[C@H]1CN(C)C(=O)Nc1ccc2c(c1)OCO2,nt,-1.5
CS(=O)(=O)N(CC(=O)Nc1ccc(I)cc1)c1cccc2ccccc12,13.2,0.6
C[C@@H]1CN([C@@H](C)CO)C(=O)c2cccc(NS(=O)(=O)c3ccc(Cl)cc3)c2O[C@@H]1CN(C)C(=O)Nc1ccccc1,-31.2,-2.6
C[C@@H]1CN([C@@H](C)CO)C(=O)c2cc(NC(=O)C3CCCCC3)ccc2O[C@@H]1CN(C)C(=O)Nc1ccc(F)cc1,-13.9,0.3
C[C@@H]1CN([C@H](C)CO)C(=O)c2cc(-c3cccc(C(=O)N(C)C)c3)cnc2O[C@@H]1CN(C)C(=O)Cc1ccccn1,-2.5,-0.1
C[C@H]1CN([C@@H](C)CO)C(=O)Cc2cc(NS(=O)(=O)c3cn(C)cn3)ccc2O[C@H]1CN(C)S(=O)(=O)c1cn(C)cn1,nt,0.5
CC(=O)N(C)C[C@H]1Oc2ncc(-c3ccc(C#N)cc3)cc2C(=O)N([C@H](C)CO)C[C@H]1C,0.9,-1.3
O=C(C[C@H]1CC[C@H](NC(=O)C2CCC2)[C@@H](CO)O1)Nc1nccs1,2.9,0.2
C[C@@H]1CN([C@@H](C)CO)S(=O)(=O)c2ccc(C3=CCCC3)cc2O[C@@H]1CN(C)C(=O)CN(C)C,-9.1,nt
C[C@@H]1CN([C@H](C)CO)C(=O)c2cccc(NS(=O)(=O)c3cn(C)cn3)c2O[C@@H]1CN(C)C(=O)Nc1cccc2ccccc12,nt,1.6
C/C=C(\C)C(=O)O[C@H]1C=CC(=O)O[C@H]1/C=C/[C@H](O)[C@H](C)O,nt,0.3
CO[C@H]1CN(C)C(=O)c2ccc(NC(=O)C3CC3)cc2OC[C@@H](C)N(CCc2ccccc2)C[C@@H]1C,5.8,0.1

# Compound activity as filed in PubChem BioAssay.
